AmpC det inh: Promiscuous and Specific Inhibitors of AmpC Beta-Lactamase (assay with detergent). 71,000 tested, 0.09% active. purified AmpC, nitrocefin hydrolysis with detergent. Potency, µM (series often up to 28.7 µM), without a hit: top-dose activity change, negative = inhibition. P00811. AID 584, 2007; active means well fitted curve in the direction sought with a large enough effect
Target sequence (P00811 whole entry, looked up): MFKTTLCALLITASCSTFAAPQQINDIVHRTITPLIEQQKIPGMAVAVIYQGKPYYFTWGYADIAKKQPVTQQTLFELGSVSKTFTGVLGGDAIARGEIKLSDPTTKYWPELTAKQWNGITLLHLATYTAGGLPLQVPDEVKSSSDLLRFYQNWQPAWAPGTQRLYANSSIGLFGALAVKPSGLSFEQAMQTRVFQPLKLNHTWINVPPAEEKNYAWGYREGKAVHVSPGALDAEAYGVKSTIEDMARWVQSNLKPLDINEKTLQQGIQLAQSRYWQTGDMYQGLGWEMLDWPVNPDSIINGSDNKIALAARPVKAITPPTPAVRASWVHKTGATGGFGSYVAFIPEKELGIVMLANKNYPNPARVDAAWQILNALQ
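E. coli AmpC (5.3 nM) in 20 mM phosphate pH 7.0 with 0.01% Triton X-100, preincubated 15 min RT with compound; nitrocefin (2 uL of 800 uM stock) hydrolysis followed by 480 nm absorbance every 20 s over 4 min.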
* hit, by the source's call; [ ] = dose if it differs, or a comment. On the % scale 0 is the no-effect control and ±100 the full control effect; potency means the concentration at half of the fitted maximal effect.

SMILES | AmpC det inh
CCOc1ccc(OCC)c(NC(=O)CSc2nc3c(c(=O)n(C)c(=O)n3C)n2C(C)C)c1 | 11%
O=C(Nc1cccc(OC(=O)c2ccco2)c1)c1ccco1 | -2%
CC(=O)Nc1cc2c(cc1C(=O)c1ccccc1)OCCO2 | -1%
CCCCCCCCCCCCCC(=O)O | -1%
Cc1cccc(-n2c(CCCN3C(=O)c4ccccc4C3=O)nc3ccccc3c2=O)n1 | 1%
Cc1nc2ccccc2nc1N1CCC(C)CC1 | -3%
Cc1ccc(NC(=O)c2oc3ccc(S(=O)(=O)N4CCOCC4)cc3c2C)cc1C | -1%
CCN(Cc1ccccc1)C(=O)CSc1nc(C)cc2c1C(=O)OC2 | -4%
CCOC(=O)CSC(CC)C(=O)Nc1nnc(C(C)C)s1 (stereo not drawn) | 8%
C[N+](C)(C)c1cc2c(nn1)Nc1ccccc1S2 | -5%[5.75 µM]
Cc1ccc(S(=O)(=O)N2CCCC2C(=O)Nc2nc3c(s2)CCCC3)cc1 (stereo not drawn) | -4%
CC(C)(C)NC(=O)Cn1ccc(=N)c2ccccc21 | 0%
COc1ccc(CN2CCN(C(=O)c3cccs3)CC2)c(OC)c1OC | 2%
Cc1cc(Cl)ccc1OCC(=O)N1C(C)CCCC1C (stereo not drawn) | -5%
N#CC1=C(SCC(=O)NC23CC4CC(CC(C4)C2)C3)NC(=O)C(C#N)C12CCCCC2 (stereo not drawn) | 1%
O=C(C1CCN(C2CC(=O)N(c3ccc(Cl)cc3)C2=O)CC1)N1CCOCC1 (stereo not drawn) | -6%
CCn1c(C(C)NC(=O)c2cccc(C)c2)nc2ccccc21 (stereo not drawn) | 11%
CN(Cc1ccco1)C(=O)c1ccc(N2CCCC2=O)cc1 | -7%
OCc1ccnc2c(O)cccc12 | 1%
Cc1cc(N2CCC3(CC2)OCCO3)n2nc(C)c(-c3ccc(Cl)cc3)c2n1 | 2%
Cc1cccc(OCC(=O)Nc2ccc(N3CCN(S(C)(=O)=O)CC3)cc2)c1C | 1%
O=C(CSc1nnc(CCCO)n1-c1ccccc1)Nc1nccs1 | -2%
COc1ccccc1Cn1c(=O)c2ccccc2n2c(SCc3csc(C)n3)nnc12 | 4%
O=C(CNC(=O)C1CCCCC1)NC1=NCCS1 | 8%
CC(C)Cc1n[nH]c(=O)[nH]1 | -3%
O=c1cc(-c2ccccc2)nc2nc(-c3ccccc3)[nH]n12 | -3%
CCn1c(CNc2ccc(F)cc2)nnc1SCC(=O)Nc1ccc(OC)cc1OC | -3%
Cc1cc2cc(CNC(=O)c3ccc4c(c3)OCO4)ccc2n1C | 1%
O=C(O)CC[C@@H](C(=O)O)N1C(=O)[C@@H]2[C@@H]3CC[C@H](C3)[C@@H]2C1=O | -3%[5.75 µM]
Cn1cc(-c2nc3ccccc3[nH]2)c2ccccc21 | -5%
O=C(CCCSc1nc(-c2ccco2)cc(C(F)(F)F)n1)NCc1cccs1 | 21%
CCNc1nc(Oc2ccc(=O)n(C)n2)nc(N2CCOCC2)n1 | 34%
CCC(CC)C(=O)Nc1nnc(SCC(=O)N2CCN(c3ccccc3OC)CC2)s1 | 17%
COc1ccccc1NC(=O)Nc1ccc(Br)cn1 | -3%
CCC(=O)Nc1ccc(-c2nc(-c3ccccc3)n(CC(=O)N3CCCCC3)n2)cc1 | -5%
CCCCn1c(SCC(=O)Nc2cccc(OC)c2)nc2ccc(N3CCOCC3)cc2c1=O | 1%
Cc1cc(-c2nnco2)c(C)n1-c1ccccc1 | 1%
Cc1ccc(Cl)cc1N1CCN(C(c2cccnc2)c2nnnn2C2CCCCC2)CC1 (stereo not drawn) | 9%
COCc1nnc(NC(=O)c2ccc(S(=O)(=O)N3CCCCCC3)cc2)o1 | -3%
N#CCCn1c(=O)c(-c2cccc(C#N)c2)nc2cnc(Oc3ccccc3)nc21 | -3%
Cc1ccc(S(=O)(=O)Cn2nnnc2C(C(C)C)N2CCc3ccccc3C2)cc1 (stereo not drawn) | -3%
O=C(CN1C(=O)NC(Cc2ccccc2)C1=O)NC(=O)NC1CCCCC1 (stereo not drawn) | -3%
c1ccc(CNc2ccnc(-c3ccc4c(c3)OCO4)n2)cc1 | 10%
CCOC(=O)C1=C(C)Nc2nc3ccccc3n2C1c1ccncc1 (stereo not drawn) | -1%
O=C(Nc1ccc(Cl)cc1)N(Cc1nnc2n1CCCCC2)c1ccccc1 | 0%
CC(=O)Nc1ccc(-c2cc(C(=O)O)c3cc4ccccc4cc3n2)cc1 | -4%[5.75 µM]
COc1ccc(-c2noc(C3CCCN(C(=O)c4ccccc4OC)C3)n2)cc1OC (stereo not drawn) | -2%
O=C(NCc1ccc2c(c1)OCO2)c1cccc(N2CCCC2=O)c1 | -7%
CCN1C(=O)CC(N2CCC(Cc3ccccc3)CC2)C1=O (stereo not drawn) | 8%
CCN(CCNC(=O)Cn1cc2c(n1)CCCC2)c1ccccc1 | 6%
Cn1ccc(O)c(C#N)c1=O | 0%
Cc1ccc2cc(C(c3nnnn3CC3CCCO3)N3CCc4ccccc4C3)c(=O)[nH]c2c1 (stereo not drawn) | -3%
CN(C)c1nc2c(c(=O)[nH]c(=O)n2C)n1Cc1ccc(F)cc1 | 9%
N#Cc1cccc(NC(=O)N2CCCC3(CCN(C(=O)c4cnccn4)CC3)C2)c1 | -1%
Cc1ccccc1OCC(=O)Nc1ccccc1N1CCOCC1 | 7%
CC(C)C(C(=O)Nc1ccc(N2CCOCC2)cc1)N1C(=O)c2ccccc2C1=O (stereo not drawn) | -1%
COc1ccc(OC)c(NC(=O)CSc2nnnn2-c2ccc3c(c2)OCO3)c1 | 0%
CCOC(=O)c1c(C)[nH]c(C)c1C(=O)CSc1nnc(-c2cc(OC)c(OC)c(OC)c2)o1 | -4%
CN(C(=O)c1ccccc1C(=O)O)C1CC(C)(C)NC(C)(C)C1 | 11%
O=C1CCCN1CCC1CCN(C2CC(=O)N(c3ccc(Cl)cc3)C2=O)CC1 (stereo not drawn) | -1%

(list continues)
SMILES | AmpC det inh
O=C(NC1CCSC1=O)c1cccc(C(=O)NC2CCSC2=O)c1 (stereo not drawn) | 7%
CN(C)c1ccc2nc3c(C(=O)O)cc(=O)c(O)c-3oc2c1 | -4%[5.75 µM]
O=C(COc1ccccc1)OCc1cc2ccccc2[nH]c1=O | -2%
Cc1cc(C)c2[nH]c(=O)c(CN(Cc3nnnn3C3CCCC3)C3CCCCC3)cc2c1 | 11%
COc1cc(-n2nc(C)c3c2OC(N)=C(C#N)C3c2ccccc2)c(Cl)c(Br)c1O (stereo not drawn) | 3%
CCNC(=O)Cn1cnc2c1c(=O)n(C)c(=O)n2C | -3%
COC(=O)/C=C/S(=O)(=O)c1ccc(NC(C)=O)cc1 | 10%
O=C(Nc1nnc(SCc2ccccc2)s1)c1cccs1 | -5%
COc1ccc(C2c3c(oc4ccccc4c3=O)C(=O)N2CCN2CCOCC2)cc1OC (stereo not drawn) | -2%
O=C(Nc1cccc2ccccc12)OC1C=CS(=O)(=O)C1 (stereo not drawn) | -3%
COCCN1C(=O)c2ccc(C(=O)NCc3cccnc3)cc2C1=O | 0%
Cc1nc2ccccc2c2oc(C(=O)N3CCN(C(=O)c4ccco4)CC3)cc12 | 3%
CC(C)OC(=O)c1c(NC(=O)CCn2nnc3ccccc32)sc2c1CCCC2 | -6%
CC(C)Cn1c(=O)c2c(c3ccccc31)OC(C)C(=O)N2 (stereo not drawn) | -1%
COc1ccc(C(=O)NCC(=O)OCC(=O)NC(=O)NC2CCCCC2)cc1OC | 9%
O=CN(Cc1ccco1)C1(C(=O)NC2CCCCC2)CCCCC1 | 10%
CC(=O)NC1(C(F)(F)F)NC(=O)N(CC(C)C)C1=O (stereo not drawn) | -1%
CCCCN(CCCNc1ncnc2nc[nH]c12)c1ccccc1 | 10%
CCN(CC)S(=O)(=O)c1ccc(S(=O)(=O)Nc2cc3c(cc2C(C)=O)OCO3)cc1 | 0%
COc1cc(O)c2c(c1)OC(C)(C)CC2=O | -5%
O=C1CC(C(=O)N2CCOCC2)C2(CCCC2)O1 (stereo not drawn) | -6%
COCCNc1ccnc(-c2ccccc2CN(C)C)n1 | 11%
COc1ccc(-n2nnnc2SCC(=O)Nc2cccc(C)n2)cc1OC | -1%
CCOc1ccccc1C(=O)NC(C(=O)OCC(=O)Nc1nnc(-c2ccccc2)o1)C(C)C (stereo not drawn) | -6%
O=C1OC(O)C(C(Cl)Cl)=C1Cl (stereo not drawn) | 11%
COc1ccc(-c2onc(C)c2-c2ccc(C(=O)OC(C)C)o2)c(O)c1 | 1%
C=C(C)CSc1nc2c(cc1C#N)CCC2 | 4%
NCCCCCNC(=O)/C=N\O | -3%
N[C@@H](CSS(=O)(=O)O)C(=O)O | -3%
Cc1ccsc1C(=O)OCc1csc(-c2ccccc2)n1 | 13%
COc1ccc(OC)c(Nc2nc(-c3sc(N)nc3C)cs2)c1 | -3%
O=C(NCC1CCCO1)c1nn2cccnc2c1Cl (stereo not drawn) | -3%
CC(=O)Oc1ccc(C(=O)Nc2nccs2)cc1 | 10%
c1ccc2nc3c(nc2c1)CCc1nonc1-3 | -1%
CCOc1ccccc1OCC(=O)Nc1ccc(N2CCCCC2)cc1 | -5%
Cc1ccc(-n2ncc3c(=O)n(Cc4ccccn4)cnc32)cc1C | 11%
O=C(Nc1ccc(F)c(F)c1)NC1CCCCC1 | -2%
CC(C)Oc1ccc(CC2CC(=O)NC2=O)cc1 (stereo not drawn) | -2%
COc1ccc(Cl)cc1C(=O)CSc1nnnn1C1CCCC1 | -1%
COc1ccc(-c2cc(C(=O)N3CCCCC3)no2)cc1OC | -5%
Nc1n[nH]c(-c2ccc(F)cc2)n1 | -6%
O=C(c1ccco1)N1CCN(C(=O)C2CC(c3ccc(F)cc3)=NO2)CC1 (stereo not drawn) | 18%
CCCC(=O)NCCc1c2n(c3ccc(OC)cc13)CCCc1ccccc1-2 | -2%
CC1=C(C(=O)OC2CCCCCCC2)C(c2cccc(O)c2)NC(=O)N1 (stereo not drawn) | -4%
O=C(Cn1[nH]c(=O)c2ccccc2c1=O)NCc1cccnc1 | -4%
CC(C)NC(=O)N1CCC2(CCNCC2)CC1 | -3%
CCOc1ccc(NC(=O)CSc2nc3cccnc3n2CC)cc1 | 2%
C=CCOc1cccc(C2c3c(oc4ccccc4c3=O)C(=O)N2c2ccccn2)c1 (stereo not drawn) | 7%
COC(=O)c1cc2nc(-c3ccc(OC)c(OC)c3)cc(C(F)(F)F)n2n1 | 4%
N#Cc1nc(COc2ccccc2F)oc1NCc1ccc(F)cc1 | 10%
COc1ccc(N2CCN(C(=O)c3ccc4c(=O)n(CC5CCCO5)c(=O)[nH]c4c3)CC2)cc1 (stereo not drawn) | 2%
COc1ccccc1CNC(=O)COC(=O)c1ccc(S(=O)(=O)N2CCCC2)cc1 | -5%
CC(C(=O)NCc1ccccc1)N1C(=O)C2CC=C(Cl)CC2C1=O (stereo not drawn) | 1%
CN(C)CCN1C(=O)C(O)=C(C(=O)c2ccco2)C1c1ccccc1F (stereo not drawn) | 3%
COc1ccc(N2CCN(C(=O)c3ccc(CNc4c(N5CCOCC5)c(=O)c4=O)cc3)CC2)cc1 | 13%
COc1ccc(C2CC(c3cccc(C)c3)n3nc(N)nc3N2)cc1 (stereo not drawn) | 11%
COc1ccc(NC(=O)CS(=O)CC(=O)NCc2cccc(C(F)(F)F)c2)cc1 (stereo not drawn) | 3%
N/C(CC/C(N)=N/O)=N\O | -3%[5.75 µM]
CC1CN(c2oc(-c3ccco3)nc2S(=O)(=O)c2ccccc2)CC(C)O1 (stereo not drawn) | 0%
COCCN1Cc2cccc(C(=O)NC3CCCCCC3)c2C1=O | -2%

19 of the compounds above, with tabs:
Compound	AmpC det inh
COc1ccc(Cl)cc1C(=O)CSc1nnnn1C1CCCC1	-1%
COc1ccc(-c2cc(C(=O)N3CCCCC3)no2)cc1OC	-5%
Nc1n[nH]c(-c2ccc(F)cc2)n1	-6%
O=C(c1ccco1)N1CCN(C(=O)C2CC(c3ccc(F)cc3)=NO2)CC1 (stereo not drawn)	18%
CCCC(=O)NCCc1c2n(c3ccc(OC)cc13)CCCc1ccccc1-2	-2%
CC1=C(C(=O)OC2CCCCCCC2)C(c2cccc(O)c2)NC(=O)N1 (stereo not drawn)	-4%
O=C(Cn1[nH]c(=O)c2ccccc2c1=O)NCc1cccnc1	-4%
CC(C)NC(=O)N1CCC2(CCNCC2)CC1	-3%
CCOc1ccc(NC(=O)CSc2nc3cccnc3n2CC)cc1	2%
C=CCOc1cccc(C2c3c(oc4ccccc4c3=O)C(=O)N2c2ccccn2)c1 (stereo not drawn)	7%
COC(=O)c1cc2nc(-c3ccc(OC)c(OC)c3)cc(C(F)(F)F)n2n1	4%
N#Cc1nc(COc2ccccc2F)oc1NCc1ccc(F)cc1	10%
COc1ccc(N2CCN(C(=O)c3ccc4c(=O)n(CC5CCCO5)c(=O)[nH]c4c3)CC2)cc1 (stereo not drawn)	2%
COc1ccccc1CNC(=O)COC(=O)c1ccc(S(=O)(=O)N2CCCC2)cc1	-5%
CC(C(=O)NCc1ccccc1)N1C(=O)C2CC=C(Cl)CC2C1=O (stereo not drawn)	1%
CN(C)CCN1C(=O)C(O)=C(C(=O)c2ccco2)C1c1ccccc1F (stereo not drawn)	3%
COc1ccc(N2CCN(C(=O)c3ccc(CNc4c(N5CCOCC5)c(=O)c4=O)cc3)CC2)cc1	13%
COc1ccc(C2CC(c3cccc(C)c3)n3nc(N)nc3N2)cc1 (stereo not drawn)	11%
COc1ccc(NC(=O)CS(=O)CC(=O)NCc2cccc(C(F)(F)F)c2)cc1 (stereo not drawn)	3%

More records.
SMILES | AmpC det inh
Cn1nnnc1SCCNCC#Cc1ccccc1 | -1%
Cc1onc(-c2ccccc2Cl)c1C(=O)N1CCc2ccccc21 | -2%
COc1cc(-c2nnc(SCC(=O)c3ccccc3)o2)cc(OC)c1OC | -4%
Cc1cc(NS(=O)(=O)c2ccc(NC(=O)CCc3ccccc3)cc2)no1 | -2%
CCOc1ccc(NC(=O)CCC(=O)OC)cc1 | -1%
COc1ccc(N2C(=O)NC3CC2(C)Oc2ccc(Cl)cc23)cc1OC (stereo not drawn) | 20%
CCn1c(Cc2ccccc2)nnc1SCC(=O)Nc1cc(C)on1 | -2%

Compound activity from PubChem.

Not all compounds are listed; the hit share may differ from the screen's.
